TCR CD3 inh = inhibitors of human TCR-CD3 interaction, primary screen, biochemical, fluorescence, TAMRA-labeled TCR probe; 0.37% of 360,000 active; AID 651800, 2012; T-cell receptor (TCR); inhibition, % at 9.4 µM; in the data active = inhibition above about 19%;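 also: recombinant mutant TCR 2C K166C tagged with TAMRA read by polarization; 0% = receptor in buffer alone and 100% = receptor with positive control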
LEDGF integ inh = blockers of LEDGF/p75-dependent integrase strand transfer – biochemical, TR-FRET, high throughput, primary screen; HIV-1 integrase (with human LEDGF/p75); 0.64% of 370,000 active; AID 743269, 2014; TR-FRET IN-LEDGF/p75 DNA integration, Eu/Cy5; inhibition, % at 3.7 µM;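 active = inhibition above the screen-wide mean plus 3 SD, cut at about 13% in these data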;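 also: signal is the Cy5 over europium emission ratio at 671 and 618 nm; 0% = plate median of compound wells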
PRMT1 FP inh = PRMT1 methyltransferase inhibitors, primary screen, biochemical, fluorescence polarization; 1.3% of 370,000 active; Protein arginine N-methyltransferase 1 (Homo sapiens), Q99873; inhibition, % at 2.79 µM; recombinant PRMT1, activity-based probe fluorescence polarization;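 active = inhibition above about 21% made by adding two undisclosed values, limit read from the data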
PG9 Ab binder = binders of HIV-1 gp120 antibody PG9, primary screen, biochemical, TR-FRET; TR-FRET gp120-PG9 antibody binding; inhibition, % at 6.7 µM; AID 624416, 2012; HIV-1 gp120 / PG9 antibody interaction; 0.43% of 360,000 active; in the data active = inhibition above about 8.5%
Tn7 DDE FP = inhibitors of Tn7 peptide binding to fibrin DD(E), primary screen, biochemical, fluorescence polarization, human fibrin, Tn7 probe; Fibrinogen beta chain (Homo sapiens), P02675; FP displacement of FITC-Tn7 peptide from fibrin DD(E); 0% = median of compound wells per plate; inhibition, % at 8.3 µM; 0.13% of 370,000 active; AID 720508, 2013;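 active = inhibition above the mean of compounds falling within the control limits plus 3 SD of them, cut at about 14% in these data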;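 also: 0% = plate median of compound wells and 100% = 10 µM Aha-Tn7 peptide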
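Assay system: human fibrin DD(E) protein / Input: 2 µM fibrin DD(E) / Benchmarks: high control of 10 µM Aha-Tn7 peptide / Measured by: fluorescence polarization of the labelled Tn7 tracer / Medium: Tris buffer with calcium and detergent, pH 7.8 / Timing: 10 min compound pre-incubation, 3 h probe incubation at room temperature / Repeats: one replicate per compound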
SIAE inh = human SIAE inhibitors, primary screen, biochemical, fluorescence polarization, FP-Rh probe, 1536-well HTS | inhibition, % at 9.66 µM | 0.69% of 370,000 active | SIAE FP-Rh probe binding | Sialate O-acetylesterase (Homo sapiens), Q9HAT2;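 active = inhibition above a cutoff: mean of compounds within the control limits plus 3 SD of those, cut at about 17% in these data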;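 also: 0% = plate median of compound wells and 100% = probe without SIAE protein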
UHRF1 binding = UHRF1 methylated DNA binding inhibitors, primary screen, counter-screen for MBD2 inhibitor project, biochemical, TR-FRET, human UHRF1, single concentration | E3 ubiquitin-protein ligase UHRF1 (Homo sapiens), Q96T88 | UHRF1 binding to methylated oligo | inhibition, % at 4.4 µM | 0.75% of 370,000 active; in the data active = inhibition above about 21%;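 also: UHRF1 SRA domain binding a hemimethylated CpG hairpin DNA probe; 0% = median of test compound wells and 100% = reference inhibitor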
Target sequence (Q96T88 whole entry, looked up, the tested form may be a part): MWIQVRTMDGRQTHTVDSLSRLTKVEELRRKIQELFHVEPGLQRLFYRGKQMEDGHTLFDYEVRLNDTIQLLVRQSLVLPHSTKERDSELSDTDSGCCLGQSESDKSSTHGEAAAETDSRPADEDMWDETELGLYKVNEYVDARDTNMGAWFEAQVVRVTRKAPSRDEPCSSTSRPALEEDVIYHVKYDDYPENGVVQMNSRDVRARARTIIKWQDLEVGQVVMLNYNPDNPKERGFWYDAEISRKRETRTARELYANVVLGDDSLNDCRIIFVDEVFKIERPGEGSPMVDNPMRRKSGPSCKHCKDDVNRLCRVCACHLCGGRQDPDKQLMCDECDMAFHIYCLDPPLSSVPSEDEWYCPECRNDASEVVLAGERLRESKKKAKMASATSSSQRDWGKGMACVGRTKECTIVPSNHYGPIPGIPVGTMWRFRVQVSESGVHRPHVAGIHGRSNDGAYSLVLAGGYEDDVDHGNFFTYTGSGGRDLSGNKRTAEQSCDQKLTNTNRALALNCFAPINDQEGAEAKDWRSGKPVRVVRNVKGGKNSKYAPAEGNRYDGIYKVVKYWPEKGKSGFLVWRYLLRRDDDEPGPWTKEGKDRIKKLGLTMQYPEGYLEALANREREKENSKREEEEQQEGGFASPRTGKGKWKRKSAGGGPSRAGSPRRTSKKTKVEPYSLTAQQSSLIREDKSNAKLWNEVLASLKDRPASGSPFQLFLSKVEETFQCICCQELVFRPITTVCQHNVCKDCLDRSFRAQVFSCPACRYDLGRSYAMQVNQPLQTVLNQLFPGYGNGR
mABHD4 FP = ABHD4 inhibitors, primary screen, biochemical, fluorescence polarization, mouse. purified mABHD4, FP-Rh probe fluorescence polarization. inhibition, % at 8.92 µM. 0.54% of 370,000 active. AID 720543, 2013;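 active = inhibition exceeding the mean over every tested compound plus 3 SD, cut at about 30% in these data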;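 also: 0% = plate median of compound wells and 100% = S159A mutant with DMSO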
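Assay system: Wild-type mouse ABHD4 protein | Medium: HEPES pH 7.0 buffer, 150 mM NaCl, 0.01% Pluronic F-127 | Incubation: Enzyme–compound pre-incubation 45 min, then probe 60 min, both 25 °C | Technique: Fluorescence polarization with parallel and perpendicular emission, 525/598 nm | Evaluation: % inhibition of FP-Rh probe binding versus controls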
HTRA1 inh = HTRA1 serine protease inhibitors, primary screen, biochemical, fluorescence polarization, HTS. Q92743. 0.5% of 340,000 active. recombinant HTRA1, FP-rhodamine activity-based probe. AID 504803, 2011. inhibition, % at 5.96 µM; in the data active = inhibition above about 36%;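 also: 0% = enzyme with DMSO and 100% = wells lacking enzyme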
TDP2 inh = human TDP2 enzyme inhibitors, primary screen, biochemical, epi absorbance, recombinant enzyme; Tyrosyl-DNA phosphodiesterase 2 (Homo sapiens), O95551; T5PNP hydrolysis, p-nitrophenol absorbance 415 nm; inhibition, % at 12.8 µM; 0.34% of 370,000 active; AID 720702, 2013;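 active = inhibition above the mean of all tested compounds plus 3 SD, set per campaign, cut at about 25% in these data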;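 also: 0% = DMSO with enzyme and 100% = buffer with substrate but no TDP2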
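Assay system: Recombinant human TDP2 | Quantity: 120 nM TDP2 per well | Incubation: 2 h at 37 °C | Signal: Epi absorbance | Evaluation: Percent inhibition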
An asterisk follows results filed as active. Compounds as they come; overall some 4.2% were active at least once.

Results for CCN(CC)c1ccc(NC(=O)c2ccc(Br)o2)cc1 ?
TCR CD3 inh: -12; LEDGF integ inh: 0; PRMT1 FP inh: 0; PG9 Ab binder: -2.3; Tn7 DDE FP: -3; SIAE inh: -1; UHRF1 binding: 0; mABHD4 FP: -2; HTRA1 inh: 2; TDP2 inh: -5

What do the screens show for `Cc1cc(OC(=O)c2ccco2)c2c(C)cc(=O)oc2c1`?
TCR CD3 inh: 1; LEDGF integ inh: -3; PRMT1 FP inh: -2; PG9 Ab binder: -1.9; Tn7 DDE FP: -7; SIAE inh: -1; UHRF1 binding: 2; mABHD4 FP: -8; HTRA1 inh: 8; TDP2 inh: -6

What do the screens show for `COc1ccc(CCNCc2cc(C)n(-c3ccc(OC)cc3)c2C)cc1`?
TCR CD3 inh: -6; LEDGF integ inh: -2; PRMT1 FP inh: 1; PG9 Ab binder: -1.4; Tn7 DDE FP: -7; SIAE inh: 9; UHRF1 binding: 5; mABHD4 FP: 8; HTRA1 inh: 11; TDP2 inh: 5

What do the screens show for `Cc1ccccc1CN1CCN(C(=O)c2cc(-c3ccncc3)nc3ccccc23)CC1`?
TCR CD3 inh: 1; LEDGF integ inh: 1; PRMT1 FP inh: 1; PG9 Ab binder: -2.6; Tn7 DDE FP: -11; SIAE inh: -1; UHRF1 binding: -2; mABHD4 FP: 11; HTRA1 inh: -10; TDP2 inh: 5

How did CCOc1ccc(NS(=O)(=O)c2ccc3c(c2)n(C)c(=O)n3C)cc1 do in these assays?
TCR CD3 inh: -2; LEDGF integ inh: 1; PRMT1 FP inh: 5; PG9 Ab binder: 0.3; Tn7 DDE FP: 2; SIAE inh: 2; UHRF1 binding: 3; mABHD4 FP: 2; HTRA1 inh: -6; TDP2 inh: -3

What do the screens show for `CC1CCCC(O)(C(C(=O)O)c2ccccc2)C1` (centres undefined)?
TCR CD3 inh: 1; LEDGF integ inh: 5; PRMT1 FP inh: -1; PG9 Ab binder: 0.4; Tn7 DDE FP: -1; SIAE inh: 1; UHRF1 binding: 1; mABHD4 FP: 3; HTRA1 inh: 5; TDP2 inh: -5

Results for COc1ccc(COCC(O)CN2CCC(C(N)=O)CC2)cc1 (centres undefined) ?
TCR CD3 inh: 1; LEDGF integ inh: 6; PRMT1 FP inh: -6; PG9 Ab binder: 0.2; Tn7 DDE FP: 5; SIAE inh: -3; UHRF1 binding: 0; mABHD4 FP: -2; HTRA1 inh: 0; TDP2 inh: -11

Results for CC(=O)Nc1ccc(S(=O)(=O)N2CCN(C(=O)c3ncoc3-c3cccc(C)c3)CC2)cc1 ?
TCR CD3 inh: 1; LEDGF integ inh: 2; PRMT1 FP inh: -9; PG9 Ab binder: -2.0; Tn7 DDE FP: -3; SIAE inh: -12; UHRF1 binding: 2; mABHD4 FP: -6; HTRA1 inh: -5; TDP2 inh: -15

How did CC1(C)Cc2cccc(OCC(=O)N3CCN(S(=O)(=O)c4ccccc4F)CC3)c2O1 do in these assays?
TCR CD3 inh: -4; LEDGF integ inh: -4; PRMT1 FP inh: -1; PG9 Ab binder: -2.0; Tn7 DDE FP: -4; SIAE inh: 0; UHRF1 binding: -1; mABHD4 FP: -4; HTRA1 inh: 3; TDP2 inh: 7

How did Cc1cc(/C=N/NC(N)=O)c(C)n1-c1ccc(F)cc1 do in these assays?
TCR CD3 inh: -13; LEDGF integ inh: 1; PRMT1 FP inh: 3; PG9 Ab binder: 0.7; Tn7 DDE FP: 0; SIAE inh: 11; UHRF1 binding: -3; mABHD4 FP: -4; HTRA1 inh: 5; TDP2 inh: 4

How did CCOC(=O)c1c(C)cccc1OCC(N)=O do in these assays?
TCR CD3 inh: -5; LEDGF integ inh: -5; PRMT1 FP inh: 0; PG9 Ab binder: -2.8; Tn7 DDE FP: -8; SIAE inh: 1; UHRF1 binding: 1; mABHD4 FP: 6; HTRA1 inh: 5; TDP2 inh: 4

Results for CCOC(=O)c1sc(NC(=O)CSc2nc(-c3ccco3)cc(C(F)(F)F)n2)c(C(=O)OC)c1C ?
TCR CD3 inh: 1; LEDGF integ inh: 1; PRMT1 FP inh: -2; PG9 Ab binder: -1.4; Tn7 DDE FP: 3; SIAE inh: 10; UHRF1 binding: 1; mABHD4 FP: 6; HTRA1 inh: -2; TDP2 inh: 2

Gathered by group: those above with an aryl methoxy group.
What do the screens show for `COc1ccc(CCNCc2cc(C)n(-c3ccc(OC)cc3)c2C)cc1`?
TCR CD3 inh: -6; LEDGF integ inh: -2; PRMT1 FP inh: 1; PG9 Ab binder: -1.4; Tn7 DDE FP: -7; SIAE inh: 9; UHRF1 binding: 5; mABHD4 FP: 8; HTRA1 inh: 11; TDP2 inh: 5

Results for COc1ccc(COCC(O)CN2CCC(C(N)=O)CC2)cc1 (centres undefined) ?
TCR CD3 inh: 1; LEDGF integ inh: 6; PRMT1 FP inh: -6; PG9 Ab binder: 0.2; Tn7 DDE FP: 5; SIAE inh: -3; UHRF1 binding: 0; mABHD4 FP: -2; HTRA1 inh: 0; TDP2 inh: -11

The results go on:
How did Cn1c(=O)oc2cc(S(=O)(=O)Nc3cccc4c3CCCC4)ccc21 do in these assays?
TCR CD3 inh: 3; LEDGF integ inh: 2; PRMT1 FP inh: -2; PG9 Ab binder: 1.0; Tn7 DDE FP: 0; SIAE inh: 6; UHRF1 binding: -1; mABHD4 FP: -10; HTRA1 inh: -11; TDP2 inh: 3

How did CC(=O)N1CCC(=NNc2ccc(S(=O)(=O)N3CCOCC3)cc2[N+](=O)[O-])CC1 do in these assays?
TCR CD3 inh: 2; LEDGF integ inh: 1; PRMT1 FP inh: -2; PG9 Ab binder: -2.8; Tn7 DDE FP: 2; SIAE inh: 5; UHRF1 binding: -3; mABHD4 FP: 6; HTRA1 inh: 2; TDP2 inh: 12

What do the screens show for `Cc1cccc(C)c1NC(=O)COC(=O)c1cc(=O)c2ccccc2o1`?
TCR CD3 inh: -6; LEDGF integ inh: 1; PRMT1 FP inh: 1; PG9 Ab binder: 0.5; Tn7 DDE FP: -1; SIAE inh: 2; UHRF1 binding: -1; mABHD4 FP: 1; HTRA1 inh: 1; TDP2 inh: 4

What do the screens show for `Cc1ccc(C)c(N2CCN(CCCNC(=O)Cn3cc4c(n3)CCC(C)C4)CC2)c1` (centres undefined)?
TCR CD3 inh: 8; LEDGF integ inh: -2; PRMT1 FP inh: 2; PG9 Ab binder: -0.4; Tn7 DDE FP: -1; SIAE inh: 13; UHRF1 binding: 0; mABHD4 FP: 7; HTRA1 inh: 3; TDP2 inh: -3

How did C=CCNC(=O)/C(C#N)=C/c1cn(-c2ccccc2)nc1-c1ccc(OC)c([N+](=O)[O-])c1 do in these assays?
TCR CD3 inh: 8; LEDGF integ inh: 0; PRMT1 FP inh: -2; PG9 Ab binder: 1.0; Tn7 DDE FP: -3; SIAE inh: -72; UHRF1 binding: 9; mABHD4 FP: -4; HTRA1 inh: -23; TDP2 inh: -5

What do the screens show for `C=CCc1ccc(OCCOCCOc2cccc3cccnc23)c(OC)c1`?
TCR CD3 inh: 4; LEDGF integ inh: 1; PRMT1 FP inh: -1; PG9 Ab binder: -0.8; Tn7 DDE FP: 6; SIAE inh: 3; UHRF1 binding: 3; mABHD4 FP: -12; HTRA1 inh: -2; TDP2 inh: -5

Results for O=C(c1ccco1)N1CCN(c2nc(C3CC3)nc3c2nnn3Cc2ccccc2Cl)CC1 ?
TCR CD3 inh: -1; LEDGF integ inh: -2; PRMT1 FP inh: -3; PG9 Ab binder: -0.7; Tn7 DDE FP: -13; SIAE inh: -2; UHRF1 binding: 11; mABHD4 FP: -12; HTRA1 inh: -2; TDP2 inh: -14

Results for CCN(CC)CCNC(=O)C1CCC(=O)N(c2ccc(OC)cc2)C1c1ccc(F)cc1 (centres undefined) ?
TCR CD3 inh: 0; LEDGF integ inh: 1; PRMT1 FP inh: 2; PG9 Ab binder: 0.0; Tn7 DDE FP: -6; SIAE inh: 5; UHRF1 binding: 7; mABHD4 FP: 14; HTRA1 inh: 6; TDP2 inh: -5

Results for Cc1cc(C)n2c(SCc3ccc(Cl)cc3Cl)nnc2n1 ?
TCR CD3 inh: 4; LEDGF integ inh: -1; PRMT1 FP inh: -1; PG9 Ab binder: -0.6; Tn7 DDE FP: 8; SIAE inh: 7; UHRF1 binding: -2; mABHD4 FP: 1; HTRA1 inh: -13; TDP2 inh: 7

Results for CCN=C1SC(CC(=O)NCCc2ccc(OC)cc2)C(=O)N1CC (centres undefined) ?
TCR CD3 inh: -3; LEDGF integ inh: 1; PRMT1 FP inh: 31*; PG9 Ab binder: 0.8; Tn7 DDE FP: 3; SIAE inh: 5; UHRF1 binding: -2; mABHD4 FP: 4; HTRA1 inh: 2; TDP2 inh: 8

Results for CC(C)=CCN1CCN(Cc2cnc(N3CCOCC3)s2)CC1CCO (centres undefined) ?
TCR CD3 inh: 3; LEDGF integ inh: 1; PRMT1 FP inh: -2; PG9 Ab binder: -2.3; Tn7 DDE FP: -4; SIAE inh: 6; UHRF1 binding: -2; mABHD4 FP: 0; HTRA1 inh: 2; TDP2 inh: 3

What do the screens show for `O=C(N/N=C/c1ccc[nH]1)c1ccc(O)cc1`?
TCR CD3 inh: -1; LEDGF integ inh: -5; PRMT1 FP inh: 0; PG9 Ab binder: -1.5; Tn7 DDE FP: 3; SIAE inh: 4; UHRF1 binding: -5; mABHD4 FP: 3; HTRA1 inh: 6; TDP2 inh: 4

How did O=C(Nc1ccc(F)c(F)c1)c1cc(S(=O)(=O)N2CCN(c3ccccn3)CC2)ccc1F do in these assays?
TCR CD3 inh: -3; LEDGF integ inh: 4; PRMT1 FP inh: -3; PG9 Ab binder: 3.0; Tn7 DDE FP: -5; SIAE inh: -24; UHRF1 binding: 3; mABHD4 FP: 0; HTRA1 inh: -24; TDP2 inh: -17

Results for O=C(Nc1ccc2[nH]c(=S)sc2c1)c1ccccc1 ?
TCR CD3 inh: 3; LEDGF integ inh: -2; PRMT1 FP inh: 17; PG9 Ab binder: 0.9; Tn7 DDE FP: 6; SIAE inh: -7; UHRF1 binding: -1; mABHD4 FP: 1; HTRA1 inh: -1; TDP2 inh: 5

Screening results: PubChem, The Scripps Research Institute Molecular Screening Center
